# Bioassay records: PubChem BioAssay, several laboratories
# aSyn UTR inh: 5' untranslated region of α-synuclein, MLPCN primary screen; alpha-synuclein 5'UTR reporter, inhibitor activity; inhibition, % (tested at 7.5 µM); actives 0.82% (n = 300,000); AID 1813; in the data active means inhibition above about 60%;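 further: H4 neuroglioblastoma cells stably carrying SNCA 5'UTR luciferase fusion; 0% = DMSO wells and 100% = positive control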
# GSK3 alpha inh: inhibitors of human GSK-3 alpha kinase; P49840; ADP-Glo luminescence, 60 min; inhibition, % at 10 µM; actives 0.1% (n = 320,000); AID 2650;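 in the data active means inhibition above about 50%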;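 further: GST-tagged GSK-3 alpha with peptide substrate and 25 µM ATP; 0% = DMSO neutral wells and 100% = GW8510 positive control wells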
# Target sequence (P49840 whole entry, looked up): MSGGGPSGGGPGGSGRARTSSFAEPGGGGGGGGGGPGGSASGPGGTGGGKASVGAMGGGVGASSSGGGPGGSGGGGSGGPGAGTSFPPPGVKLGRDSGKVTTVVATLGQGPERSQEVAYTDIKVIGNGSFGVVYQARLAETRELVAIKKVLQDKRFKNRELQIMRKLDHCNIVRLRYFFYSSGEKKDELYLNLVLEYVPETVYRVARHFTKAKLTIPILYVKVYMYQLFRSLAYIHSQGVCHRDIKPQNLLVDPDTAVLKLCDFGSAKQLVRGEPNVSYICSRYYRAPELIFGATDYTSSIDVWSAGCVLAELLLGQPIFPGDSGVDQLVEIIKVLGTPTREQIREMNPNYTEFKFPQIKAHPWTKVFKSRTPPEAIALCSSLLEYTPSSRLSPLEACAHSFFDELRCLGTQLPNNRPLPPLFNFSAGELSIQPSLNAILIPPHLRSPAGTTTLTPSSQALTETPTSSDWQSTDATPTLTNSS
# HSF1 activator: increases HSF-1 driven luciferase reporter signal; NIH3T3-HGL HSF-1 luciferase reporter, MG132, 8 h; 100% = twice DMSO control signal; activation, % at 9 µM; actives 1.7% (n = 300,000); AID 504408;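 active means mean replicate activation of at least 50% with a set share of replicates each reaching 50%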;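 further: 0% = median of the neutral control wells and 100% = twice that signal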
# IEC-6 cytotox: kills IEC-6 intestinal cells in KLF5 counter-screen; IEC-6 cytotoxicity, luminescence viability; inhibition, % at 5 µM; actives 0.78% (n = 290,000); in the data active means inhibition above about 22%;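 further: 0% = plate median of test compound wells and 100% = cytotoxic reference compound wells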
# HIF activator: HIF pathway transcriptional activation; activation, % at 7.5 µM (by protocol); AID 1910; U2OS HRE-luciferase reporter, luminescence; normalized: DMSO 0%, desferrioxamine 100%; actives 0.32% (n = 300,000);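 active means mean activation of at least 10% of the iron chelator positive control signal, with at least half of replicates also reaching 10%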
# HSF1 inhib: HSF1 inhibition; NIH3T3-HGL HSE-luciferase, MG132-induced, luminescence 8 h; stronger effect = lower value; activity change, negative = inhibition, % at 7.5 µM (by protocol); actives 0.77% (n = 300,000);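 active means more than half of replicate wells show activity change below -50%, luminescence cut by over half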;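 further: luciferase reports HSF-1 transcriptional activity via heat shock element; 0% = median of DMSO wells and -100% = zero luminescence signal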
# KLF5 inhibitor: kruppel-like factor 5 inhibition; DLD-1 KLF5 promoter-luciferase reporter, luminescence; inhibition, % at 5 µM; actives 0.23% (n = 290,000);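 active means inhibition above a per-plate limit of that plate's mean compound inhibition plus 3 SD, cut at about 60% in these data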;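 further: 0% = DMSO wells and 100% = LY294002 at 200 µM; higher means less KLF5 promoter-driven luciferase light; inactives centre near -14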
# HSP90 refold inh: HSP90 refolding inhibition in rabbit reticulocyte lysate. luciferase refolding luminescence, 3 h. inhibition, % at 5.6 µM. actives 0.91% (n = 290,000);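 active means inhibition above the screen-wide mean plus 3 SD, computed separately per campaign, cut at about 16% in these data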;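 further: 0% = DMSO wells and 100% = 60 µM geldanamycin wells; inhibitors lower the luminescence because luciferase stays unfolded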
# AI-2 QS modul: modulators of Vibrio harveyi AI-2 quorum sensing system. actives 0.4% (n = 300,000). Vibrio harveyi JMH597 AI-2 luminescence/OD600 ratio, 9 h; stronger effect = lower value; strain lacks LuxN and CqsS sensors; 0 = neutral-control median. AID 2094. activity change, % at 7.5 µM; in the data active means activity change below about -75%, passing the limit was not always enough;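 further: luminescence divided by OD600 gain over 9 h not by final OD600 alone; inactives centre near 13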
# GSK3B inh: inhibitors of human GSK3beta kinase | P49841 | actives 0.038% (n = 300,000) | GST-GSK3beta kinase, ADP-Glo luminescence, 60 min; stronger effect = lower value | activity score (negative = inhibition), % at 10 µM;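 active means more than half of replicate wells score below -50%, meaning over 50% inhibition versus plate controls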;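 further: 0% = median DMSO wells and -100% = median GW8510 positive control wells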
# Target sequence (P49841 whole entry, looked up): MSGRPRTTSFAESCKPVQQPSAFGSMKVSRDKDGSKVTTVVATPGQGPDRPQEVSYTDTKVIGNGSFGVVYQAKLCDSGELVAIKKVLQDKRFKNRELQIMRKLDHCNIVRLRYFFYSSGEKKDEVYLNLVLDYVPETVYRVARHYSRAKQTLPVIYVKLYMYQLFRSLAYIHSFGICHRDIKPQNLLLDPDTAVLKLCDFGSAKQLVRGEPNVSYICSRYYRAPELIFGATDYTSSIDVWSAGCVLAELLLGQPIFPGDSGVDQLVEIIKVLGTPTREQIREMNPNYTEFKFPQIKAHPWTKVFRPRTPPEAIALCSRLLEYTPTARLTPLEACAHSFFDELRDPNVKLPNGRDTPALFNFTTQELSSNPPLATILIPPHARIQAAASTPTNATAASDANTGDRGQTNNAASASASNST
#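 Test system: GST-fused GSK3beta enzyme, cell-free | Quantity: 1.6 ng GST-GSK3beta enzyme per well | Reagent: 25 µM ATP with peptide substrate | Schedule: 60 min enzyme reaction, room temperature | Signal: Luminescent ADP-Glo measurement of ADP formed | Read-out basis: Score relative to plate controls | Control set: DMSO and 20 µM GW8510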
# The depositor's hits bear a star; x = no result given.
# Each structure is followed by: aSyn UTR inh	GSK3 alpha inh	HSF1 activator	IEC-6 cytotox	HIF activator	HSF1 inhib	KLF5 inhibitor	HSP90 refold inh	AI-2 QS modul	GSK3B inh
CC(=O)N1CCN(CCN=CC2=C(O)CC(c3ccc(Cl)cc3)CC2=O)CC1 (stereo not drawn)
→ 11	2	0	2	-0.6	4	-24	0	30	4
CCC(CC)C(=O)Nc1nnc(SCC(=O)NC2CCCCC2)s1
→ 6	-3	5	1	-0.9	5	-11	-2	22	3
CCOc1cc(C(=O)N2CCN(c3ccccc3)CC2)cc(OCC)c1OCC
→ 9	0	9	-4	0.2	11	-19	-2	11	-2
CCOc1ccc(OCC(=O)OCc2csc(CC(=O)Nc3ccccc3C)n2)cc1
→ 4	-3	-3	x	0.0	-1	x	x	10	0
C[C@H]1O[C@H](O[C@H]2[C@H](O)[C@@H](O)[C@@H](O[C@H]3[C@H](O)[C@@H](O)C(O)O[C@@H]3CO)O[C@@H]2CO)[C@H](O)[C@@H](O)[C@@H]1N[C@H]1C=C(CO)[C@@H](O)[C@H](O)[C@H]1O (stereo partly drawn)
→ -9	-5	1	34*	0.2	2	10	3	20	3
Cc1ccc(S(=O)(=O)NC(=NC(C)C(=O)O)c2ccccc2)cc1 (stereo not drawn)
→ 22	3	-7	2	-0.3	0	-12	0	32	-29
O=C(N/N=C/c1ccco1)Nc1ccccc1
→ -130	0	32	-6	3.9	17	-116	0	41	1
O=C(Cc1ccc(S(=O)(=O)N2CCCC2)s1)N1CCN(c2ccccc2)CC1
→ -41	-1	14	-2	0.6	-1	-31	-1	19	0
COc1ccccc1NS(=O)(=O)c1ccc(NN=C2CCCC2)c([N+](=O)[O-])c1
→ 5	-1	14	-1	0.1	8	-9	1	8	2
O=C(c1cc2ccccc2oc1=O)N1CCN(c2ccccn2)CC1
→ -13	-1	2	-2	-2.7	-9	-20	-3	3	2
CCN1C(=O)[C@H]2[C@@H](c3ccc(-c4ccc(OC)cc4)c(OC)c3)N[C@@](C)(C(=O)OC)[C@H]2C1=O
→ -23	-1	-7	x	0.0	-4	x	x	11	0
CCCCOC(=O)c1ccc(NC(=O)C(CCS(C)(=O)=O)NC(C)=O)cc1 (stereo not drawn)
→ -15	-1	-15	-5	-0.2	0	-40	-4	22	2
N/C(=N\OC(=O)C12CC3CC(CC(C3)C1)C2)c1cccnc1
→ -44	0	-13	-9	1.5	11	0	-2	32	3
O=c1c(-c2nc3ccccc3o2)c2oc3ccccc3n2c2ccccc12
→ 27	x	4	-5	0.0	1	2	-2	7	1
CCOC(=O)N1CCC(NC(=O)CSc2cc(=O)n(C)c3ccccc23)CC1
→ 17	1	43	13	0.3	11	-8	3	14	0
C/C=C(\C)CN1CCCC(CO)(Cc2ccccc2)C1 (stereo not drawn)
→ 4	2	3	8	0.0	1	-28	3	24	-1
O=C(/C=C/c1ccc(Cl)cc1)NCCc1ccccc1
→ -67	-2	27	0	0.9	11	-10	-4	25	0
CCOC(=O)c1c(C)n(C)c2ccc(O)c(CN3CCN(C)CC3)c12
→ 16	1	56*	1	0.9	29	-26	-2	-4	1
CCN(CC)S(=O)(=O)c1ccc(=O)[nH]c1
→ 9	-1	-9	-4	0.0	-11	-45	-1	18	2
O=C(Nc1ccc(F)cc1)C1COc2ccccc2O1 (stereo not drawn)
→ -72	0	22	-10	1.8	1	-42	-4	-4	-1
O=C(Nc1nnc(CC2=CCCCC2)s1)Nc1ccccc1F
→ -81	-1	20	3	1.6	15	-28	-3	4	4
Cc1ccc(C(=O)NCCCn2ccnc2)cc1C
→ 4	0	-8	x	0.0	-1	x	x	20	0
COc1ccc(CNC(=O)N2CCN(S(=O)(=O)c3ccccc3)CC2)cc1
→ 3	-1	11	-2	0.0	0	14	-2	25	0
Cc1csc(NC(=O)c2ccc(Br)s2)n1
→ -102	-2	19	2	2.2	9	-108	-2	15	1
CC1=C(C(=O)OCc2ccccc2)N2C(=O)[C@@H](NC(=O)COc3ccccc3)[C@H]2SC1
→ 15	2	14	0	0.1	3	-17	-3	17	6
CCOC(=O)C1CCCN(c2c(NCCc3ccc(C)cc3)c(=O)c2=O)C1 (stereo not drawn)
→ -8	0	-21	-3	-0.7	-3	-1	-5	8	2
CCC(C)NC(=O)CN1C(=O)CC(C)(C)S(=O)(=O)c2ccccc21 (stereo not drawn)
→ 10	x	-8	-8	0.0	-2	-20	-2	14	3
CCOc1ccc(S(=O)(=O)N2CCN(C(=O)c3cc4c(s3)CCCC4)CC2)cc1
→ 18	-2	24	1	0.1	4	-23	-3	35	2
CCOC(=O)C(CC)Sc1ncnc2nc[nH]c12 (stereo not drawn)
→ 20	9	-23	2	-0.1	-4	-1	3	-7	-28
Cc1ccccc1OCC(=O)NNC(=S)NC(=O)c1ccccc1[N+](=O)[O-]
→ 25	-2	24	12	-0.5	6	1	0	26	0

# Results in KLF5 inhibitor, GSK3B inh and AI-2 QS modul (3 entries from above):
SMILES	KLF5 inhibitor	GSK3B inh	AI-2 QS modul
COc1ccc(CNC(=O)N2CCN(S(=O)(=O)c3ccccc3)CC2)cc1	14	0	25
Cc1csc(NC(=O)c2ccc(Br)s2)n1	-108	1	15
CC1=C(C(=O)OCc2ccccc2)N2C(=O)[C@@H](NC(=O)COc3ccccc3)[C@H]2SC1	-17	6	17

# Nothing new here: 3 of the compounds above.
# Each structure is followed by: aSyn UTR inh	GSK3 alpha inh	HSF1 activator	IEC-6 cytotox	HIF activator	HSF1 inhib	KLF5 inhibitor	HSP90 refold inh	AI-2 QS modul	GSK3B inh
CCOc1ccc(S(=O)(=O)N2CCN(C(=O)c3cc4c(s3)CCCC4)CC2)cc1
→ 18	-2	24	1	0.1	4	-23	-3	35	2
CCOC(=O)C(CC)Sc1ncnc2nc[nH]c12 (stereo not drawn)
→ 20	9	-23	2	-0.1	-4	-1	3	-7	-28
Cc1ccccc1OCC(=O)NNC(=S)NC(=O)c1ccccc1[N+](=O)[O-]
→ 25	-2	24	12	-0.5	6	1	0	26	0

# The listing picks up with the 2 entries that preceded the break.
# Each structure is followed by: aSyn UTR inh	GSK3 alpha inh	HSF1 activator	IEC-6 cytotox	HIF activator	HSF1 inhib	KLF5 inhibitor	HSP90 refold inh	AI-2 QS modul	GSK3B inh
CCOC(=O)C(CC)Sc1ncnc2nc[nH]c12 (stereo not drawn)
→ 20	9	-23	2	-0.1	-4	-1	3	-7	-28
Cc1ccccc1OCC(=O)NNC(=S)NC(=O)c1ccccc1[N+](=O)[O-]
→ 25	-2	24	12	-0.5	6	1	0	26	0
O=C(c1ccccc1)c1cccc[n+]1[O-]
→ 8	-2	4	-3	-0.3	0	-36	-5	2	-1
Cc1ccc(C(=O)NC2CCS(=O)(=O)C2)cc1S(=O)(=O)N1CCOCC1 (stereo not drawn)
→ -14	-2	5	-3	-0.2	-7	-34	2	6	-1
COc1ccc(-c2nn(-c3ccccc3)cc2CNCCN2CCOC2=O)c(F)c1
→ -5	2	9	-4	0.2	5	-43	-3	25	3
CC(C)(C)OC(=O)N1CCC(c2c(C(=O)NCC3CCN(C4CCCC4)C3)cnn2-c2cccc(Cl)c2)CC1 (stereo not drawn)
→ -19	1	-5	6	-0.3	-8	-1	5	3	-6
CCCc1nc2n[nH]c(N)c2c2c1CCC2
→ 29	2	-3	7	-0.5	1	1	4	-3	3
COc1ccc(-c2nnc(SC(=O)N3c4ccccc4Sc4ccccc43)o2)cc1
→ 9	-2	29	-2	0.1	25	-6	3	20	5
CC1CCCN(S(=O)(=O)c2ccc(NC(=O)CN3CCN(C)CC3)cc2)C1 (stereo not drawn)
→ 3	3	8	-6	-0.2	-7	-21	-1	3	-1
C=C(C)COc1ccc2c(C)c(CCC(=O)N3C[C@H]4C[C@@H](C3)c3cccc(=O)n3C4)c(=O)oc2c1
→ -2	-1	9	-1	-0.1	0	2	-4	21	-1
CCc1ccn2cc(-c3cc(-c4ccccc4)no3)nc2c1
→ 94*	-1	-74	19	-4.7	-69*	84*	82*	13	2
COC(=O)c1ccc(COC(=O)CNS(=O)(=O)c2ccc(C)cc2)cc1
→ -51	-1	2	-6	0.2	-6	-20	0	10	-4
Fc1ccc(Oc2ccc3nnc(C(F)(F)F)n3n2)cc1
→ -17	-2	-4	2	-0.3	8	3	-2	8	2
COc1cc(C(=O)COC(=O)CNC(=O)C2CCCCC2)cc(OC)c1OC
→ 5	-2	-43	0	0.1	-25	-5	3	23	-1
CNc1nc(Nc2ccc(C)c(Cl)c2)nc(N)c1[N+](=O)[O-]
→ 16	1	76*	4	1.5	33	-10	0	46	1
